Bioassay records: PubChem BioAssay, National Center for Advancing Translational Sciences (NCATS)
BRCT PPI red – disrupts BRCA1 BRCT binding to phosphoprotein, red fluorophore readout; P38398; BRCT-phosphopeptide binding, red fluorescence polarization; Potency, µM (top dose mostly 76.9 µM), for inactives: top-dose activity change, negative = inhibition, hits mostly inhibitors; 75,000 tested, 0.03% active; AID 892; note: % is set by controls: 0 for no effect and ±100 for the full control effect
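Rhodamine-labelled pBACH1 10-mer (100 nM) bound to BRCT domain (100 nM) at pH 7.3; compounds incubated 12 min room temperature, polarization read. Free peptide defines full inhibition; unlabelled decapeptide titrated as control.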
A350 autofl – A350 region autofluorescence; 59,000 tested, 11% active; max dye-equivalent concentration, M; AID 590; Compound autofluorescence, 340/450 nm, Alexa 350 dye-equivalents; hits give high values; in the data active = max dye-equivalent concentration above about 10 nM; inconclusive = mostly about 1.1 nM to 9.6 nM
Rhodamine fluor – compound autofluorescence in rhodamine spectral region; Rhodamine-region fluorescence, 547/598 nm, Tris buffer; hits give high values; max dye-equivalent concentration, M; 59,000 tested, 0.05% active; AID 594; in the data active = max dye-equivalent concentration above about 11 nM; inconclusive = between about 1.1 nM and that limit
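A six-point rhodamine series on each plate calibrates the signal. Compounds sit in 100 mM Tris (pH 8.0) for 15 min at ambient temperature before imaging through 547 nm/598 nm filters.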
4MU fluor – 4-MU region autofluorescence. max dye-equivalent concentration, M. compound autofluorescence, 340/450 nm, 4-MU equivalents; hits give high values. 59,000 tested, 11% active; in the data active = max dye-equivalent concentration above about 10 nM; inconclusive = mostly about 1.1 nM to 9.6 nM
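Compounds in 100 mM Tris, pH 8.0, sat 15 min at room temperature before fluorescence was read at 340 nm excitation/450 nm emission; a per-plate six-point 4-MU standard curve converted signals to dye-equivalent concentration at each compound concentration.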
BRCT inh green – BRCA1 BRCT-phosphoprotein interaction inhibition | P38398 | BRCA1 BRCT-phosphopeptide binding, green fluorescence polarization | Potency, µM (doses to about 76.9 µM), for the others: at the top dose activity change, negative = inhibition, most hits filed as inhibitors | 75,000 tested, 0.05% active;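 note: potency is the fitted concentration of half-maximal effect; plate controls were peptide without protein for full effect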
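Compounds were incubated for 12 min at room temperature with a complex of 100 nM fluorescein-tagged pBACH1 decapeptide and 250 nM His-tagged BRCT protein. Buffer was phosphate pH 7.3 with EDTA, DTT and Tween 20. Disruption of binding lowers the polarization signal.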
Caspase-7 inhib – allosteric or competitive inhibitors of human caspase-7; recombinant caspase-7, Ac-DEVD-AFC fluorescence rate; 75,000 tested, 0.02% active; Potency, µM (top dose mostly 57.5 µM), for inactives: at the top dose activity change, negative = inhibition, actives largely listed as inhibitors; P55210; active = well fitted inhibition curve with a large enough effect in the main read-out, with a control signal flat, not every such curve was filed as active; inconclusive = small, poorly fitted or top-dose-only effect, or a change in a side signal; note: potency is the fitted concentration of half-maximal effect; % of control where 0% means no effect
Target sequence (P55210 24-198 limits assumed): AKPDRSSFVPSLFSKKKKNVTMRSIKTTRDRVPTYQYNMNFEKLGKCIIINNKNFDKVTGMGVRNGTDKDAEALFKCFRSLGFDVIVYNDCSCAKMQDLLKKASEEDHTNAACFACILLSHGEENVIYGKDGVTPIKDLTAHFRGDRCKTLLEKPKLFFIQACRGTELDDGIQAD
Target sequence (P55210 207-303 limits assumed): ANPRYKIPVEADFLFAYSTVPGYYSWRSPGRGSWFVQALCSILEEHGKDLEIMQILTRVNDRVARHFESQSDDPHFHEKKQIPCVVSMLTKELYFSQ
Texas Red fluor – compounds fluorescent in Texas Red spectral region | Compound fluorescence, Texas Red channel, 547/618 nm; hits give high values | max dye-equivalent concentration, M | 59,000 tested, 0.06% active | AID 587; in the data active = max dye-equivalent concentration above about 10 nM; inconclusive = between about 1.1 nM and that limit
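Compound fluorescence was read after 15 min at room temperature in 100 mM Tris, pH 8.0, using 547 nm excitation and 618 nm emission across a concentration series. It was expressed as Texas Red dye-equivalent concentration from an on-plate standard curve.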
USP2a inh – USP2a (human) protease inhibition; O75604; 60,000 tested, 0.1% active; Potency, µM (series often up to 38.3 µM), for the others: top-dose activity change, negative = inhibition, usual class: inhibitors; USP2a enzymatic assay, qHTS inhibition; AID 927;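 note: potency is the fitted concentration of half-maximal effect; nearly all actives have a fitted effect of over 60% in size; plate controls were DMSO for no effect and NEM full inhibition control for full effect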
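Coupled readout: USP2-cleaved Ub-PLA2 (20nM final) turns over NBD C6-HPC (20uM final), Ex 460nm/Em 535nm after 2.5 h, time-zero read flagging artifacts. Enzyme (20nM final, pH 8.0 Tris) given 30 min RT with compound first; NEM defines full inhibition.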
HEK293 cAMP ctrl – parental HEK293 cAMP activation (counter-screen) | parental HEK293 CNG cAMP sensor, membrane potential fluorescence | Potency, µM (top dose mostly 57.1 µM), for the others: top-dose activation, actives largely listed as activators | 73,000 tested, 2.5% active; note: potency is the fitted concentration of half-maximal effect; % of control where 0% means no effect; nearly all actives have a fitted effect of over 55% in size
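Parental HEK 293 cells stably expressing a modified CNG channel (no TSHR) report cAMP rise as membrane depolarization. Membrane potential dye with 100 uM RO 20-1724 was loaded for 60 min at room temperature, then compound added for 30 min; fluorescence read at 590 nm.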
Fluorescein fluor – fluorescein region autofluorescence; Compound autofluorescence, 480/540 nm, fluorescein-equivalent; hits give high values; max fluorescein-equivalent concentration, M; 59,000 tested, 0.91% active; in the data active = max fluorescein-equivalent concentration above about 10 nM; inconclusive = between about 1.1 nM and that limit
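Normalized response (dye-equivalent concentration) derives from comparing each well's 540 nm emission, under 480 nm excitation, with plate-resident fluorescein standards. Compounds were held in 100 mM Tris, pH 8.0, for 15 min at room temperature.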
Caspase-1 inhib – caspase-1 (human) inhibition, allosteric or competitive; P29466; Caspase-1 enzyme, Ac-WEHD-AFC fluorogenic rate; Potency, µM (top dose mostly 57.5 µM), for the others: top-dose activity change, negative = inhibition, usual class: inhibitors; 75,000 tested, 0.03% active;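 note: potency is the fitted concentration of half-maximal effect; plate controls were vehicle for no effect and no substrate for full effect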
Target sequence (P29466 120-297 limits assumed): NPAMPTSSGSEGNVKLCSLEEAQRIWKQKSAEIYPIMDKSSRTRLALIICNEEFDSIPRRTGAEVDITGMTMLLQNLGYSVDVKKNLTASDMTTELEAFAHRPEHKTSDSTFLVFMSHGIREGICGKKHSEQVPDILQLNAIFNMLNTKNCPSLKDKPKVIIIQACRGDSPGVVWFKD
Target sequence (P29466 317-404 limits assumed): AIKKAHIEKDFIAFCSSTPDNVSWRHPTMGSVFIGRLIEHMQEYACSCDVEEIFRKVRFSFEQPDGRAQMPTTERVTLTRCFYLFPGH
An asterisk follows results filed as active; i = inactive; u = inconclusive; x = no result given; & = joins results of further samples; [ ] = another dose, or the depositor's remark. Unless noted, calls come from the whole dose curve; as a rule, active = well fitted curve in the direction sought with a large enough effect; inconclusive = small, poorly fitted or top-dose-only effect, or another doubt; inactive = no such curve, though single readings can be large; an effect the other way counts as inactive or inconclusive.

SMILES	BRCT PPI red	A350 autofl	Rhodamine fluor	4MU fluor	BRCT inh green	Caspase-7 inhib	Texas Red fluor	USP2a inh	HEK293 cAMP ctrl	Fluorescein fluor	Caspase-1 inhib
COc1cccc(-n2c(O)c(C=NCCN3CCOCC3)c(=O)[nH]c2=O)c1	x	i	i	i	x	x	i	x	x	u	x
NCCc1ccc(S(=O)(=O)O)cc1[N+](=O)[O-]	-0.6%[15.4 µM]	i	i	i	-0.7%[15.4 µM]	-0.7%[11.5 µM]	i	x	-6.3%[11.4 µM]	i	-0.1%[11.5 µM]
C=CCO	0.3%	x	x	x	-2.6%	-0.6%	x	x	-2.6%	x	-0.5%
CC(=O)C1C2c3ccccc3OC1(C)N=c1s/c(=C/c3cn(C)nc3C)c(=O)n12 (configuration not stated)	-1.9%	u	i	u	-0.9%	1.1%	i	37.3%[activator]	4.5%	i	-2.7%
Oc1c(Cl)c(Cl)cc(Cl)c1Cl	0.9%	x	x	x	0.7%	-1.8%	x	x	39.8µM*	x	u
CCOCCOC(C)=O	-4.3%	x	x	x	-4.0%	1.6%	x	x	1.4%	x	-2.0%
c1cncc(CNC2=NCCCCC2)c1	1.6%	i	i	i	-6.5%	-0.7%	i	1.3%	-0.6%	u	-6.2%
CSc1nnc(C2CCNCC2)n1C	1.6%	i	i	i	0.2%	2.1%	i	-1.4%	-1.9%	i	1.5%
Cc1ccc2c(c1)CNc1ccccc1O2	-1.4%	i	i	i	-3.9%	4.3%	i	3.4%	-15.1%	i	-0.5%
CC(C)C(=O)N1CCC(CN=Cc2c(O)n(C3CCCCC3)c(=O)n(C3CCCCC3)c2=O)CC1	0.3%	x	x	x	0.5%	-10.7%	x	58.4%[activator]	9.3%	x	-4.0%
Cc1ccnc(-n2c(C)nc3ccccc3c2=O)c1	0.0%	x	x	x	-2.4%	2.1%	x	-4.6%	-0.2%	x	2.5%
CN1CCc2cccc(Cl)c2CC1	1.2%	i	i	i	-1.7%	-0.1%	u	2.8%	5.5%	u	-0.5%
Cc1ccccc1NC1=NCCCS1	0.5%	i	i	i	2.4%	0.6%	i	2.1%	7.3%	u	3.5%
NS(=O)(=O)c1ccc(-c2ccc([As](=O)(O)O)cc2)cc1	-1.9%[15.4 µM]	i	i	i	-2.8%[15.4 µM]	0.2%[11.5 µM]	i	x	12.0%[11.4 µM]	i	2.6%[11.5 µM]
CO[C@@H](C)[C@](O)(C(=O)OC1=CCN2CC[C@H](O)[C@H]12)C(C)C	x	i	i	i	x	x	i	x	9.0%	u	x
C/C=C1\C[C@H](C)[C@](O)(CO)C(=O)OCC2=CCN3CC[C@@H](OC1=O)[C@@H]23	x	i	i	i	x	x	i	x	9.1%	i	x
Cn1c(O)c(C=NC2C(=O)C3(C)CCC2C3(C)C)c(=O)n(C)c1=O (configuration not stated)	-1.2%	1.73e-07M*	i	1.74e-07M*	-0.4%	-12.8%	i	5.0%	11.3%	i	-4.6%
FC(F)(F)c1ccc2c(c1)nnn2C1CCN(Cc2nnnn2Cc2ccccc2)CC1	-1.5%	i	i	i	-0.9%	-2.9%	i	38.1%[activator]	2.3%	i	-3.4%
C[N+]1(C)C2CC(OC(=O)C(CO)c3ccccc3)CC1C1OC12 (configuration not stated)	0.7%	x	x	x	2.7%[3.08 µM]	-1.1%	x	-14.6%	x	x	1.6%
Cc1ccc(C(=O)C2CN3CCC2CC3)cc1 (configuration not stated)	-1.5%	i	i	i	-2.3%	1.2%	i	5.7%	14.6%	u	-0.8%
CC(=O)c1c(C)n(CC2CCCO2)c2ccc(O)cc12 (configuration not stated)	-0.5%	i	i	i	-3.6%	-1.4%	i	-11.3%	5.5%	u	-0.6%
Clc1ccc(Cl)cc1	-0.8%	x	x	x	-5.2%	1.1%	x	-1.4%	x	x	2.9%
O=C(COc1ccc2ccccc2c1)N1CCN(C2CCN(Cc3ccccc3)CC2)CC1	x	1.42e-08M*	i	u	x	x	i	x	x	u	x
c1ccc(-c2cc3c(nc2-c2ccccc2)CCNC3)cc1	2.3%[15.4 µM]	x	x	x	0.8%[15.4 µM]	-2.3%[11.5 µM]	x	x	3.8%[11.4 µM]	x	2.1%[11.5 µM]
CCOP(=S)(OCC)Oc1ccc([N+](=O)[O-])cc1	-1.5%&-1.9%	x	x	x	-0.2%&0.7%	-4.6%&-1.5%	x	x	u	x	-1.5%&-4.1%
Cc1sc2ccccc2c1CC1=NCCN1	-1.6%	u	i	u	-1.5%	1.5%	i	-2.8%	u	i	1.2%
COc1ccc2c(c1)[C@]13CCCC[C@@H]1[C@H](C2)N(C)CC3	1.3%	i	i	i	-3.8%	-0.8%	u	4.4%	u	u	-3.3%
C=CCOc1ccc(CC2C(=O)N(C)C(=O)N(C)C2=O)cc1	-1.0%	i	i	i	-0.5%	-7.0%	i	46.8%[activator]	1.8%	i	-0.8%
CCOC(=O)c1ccc(NC(=O)C2C3C=CC(O3)C2C(=O)O)cc1 (configuration not stated)	-1.1%	x	x	x	0.2%	1.2%	x	-3.6%[7.66 µM]	-5.0%[11.4 µM]	x	-1.4%
Cc1ccc2nc3c(cc2c1)CC1(C(=O)N(C)C(=O)N(C)C1=O)C1CCCCN31 (configuration not stated)	-0.7%	5.03e-08M*	i	4.88e-08M*	1.5%	-0.1%	i	10.5%	7.8%	u	3.8%
Cn1c2ccccc2c2c(C(=O)N3CCC4(CC3)OCCO4)cn(C3CCCC3)c(=O)c21	-0.9%	3.95e-07M*	i	4.36e-07M*	-2.5%	0.9%	i	22.4%	10.8%	i	-1.5%
COc1ccc2c(c1)[C@]13CCCC[C@@H]1[C@H](C2)NCC3	1.5%	i	i	i	-2.0%	2.7%	i	-2.8%	u	i	0.6%
CC(C)OC12Oc3ccccc3C=C1N1CCC2CC1 (configuration not stated)	-0.2%	i	i	i	-1.0%	1.2%	i	5.3%	9.9%	i	-0.2%
CNC(C(=O)c1ccccc1)C(OC)c1ccccc1 (configuration not stated)	0.6%	i	i	i	-2.6%	0.2%	i	-3.6%	11.9%	i	-1.4%
COC(=O)[C@H]1[C@H](c2ccccc2)C(=O)[C@@]2(O)c3ccccc3O[C@@]12c1ccccc1	1.8%[15.4 µM]	x	x	x	0.9%[15.4 µM]	0.4%[11.5 µM]	x	x	-4.4%[11.4 µM]	x	-2.9%[11.5 µM]
CCCCn1c(O)c(C(CC)=NCCc2ccccc2)c(=O)[nH]c1=O	-1.2%	i	i	i	6.1%	-5.2%	i	-0.6%	u	i	-2.0%
CCOC(=O)c1ccc2[nH]c(-c3ccc(S(=O)(=O)F)cc3)cc(=O)c2c1	1.1%[15.4 µM]	3.12e-08M*	i	2.75e-08M*	-0.4%[15.4 µM]	-3.9%[11.5 µM]	u	x	-7.4%[11.4 µM]	i	-4.0%[11.5 µM]
COc1ccccc1N(CC(=O)NC1CCCCC1)C(=O)c1cnn(C(C)C)c1	-1.4%	i	i	i	-0.6%	0.9%	i	x	24.2%	i	-2.2%
COc1cc2c(cc1O)[C@H]1Cc3ccc(OC)c(O)c3CN1CC2	-0.7%[34.4 µM]	2.25e-08M*	i	2.03e-08M*	-1.0%[34.4 µM]	-29.2%[25.7 µM]	i	-2.9%[17.1 µM]	-2.3%[25.6 µM]	i	u
C=CCn1c(O)c(C(C)=Nc2ccc(N(C)C)cc2)c(=O)[nH]c1=O	-0.8%	i	i	i	-2.3%	-1.5%	i	3.9%	-0.1%	i	-0.6%
Clc1cccc(Cl)c1Cl	-0.1%	x	x	x	-4.4%	-1.4%	x	x	22.7%	x	-2.7%
N#CC(Br)Br	-0.1%	x	x	x	-0.3%	-2.0%	x	x	7.9%	x	-3.7%
CC[C@]1(c2cccc(O)c2)CCCCN(C)C1	0.3%[34.4 µM]	i	i	i	-0.6%[34.4 µM]	2.2%[25.7 µM]	i	-7.6%[17.1 µM]	0.7%[25.6 µM]	u	-2.0%[25.7 µM]
CN1CCC(c2c[nH]c3ccc(O)cc23)CC1	0.7%&1.0%	u	i	u	-1.4%&-0.9%	0.2%&-0.5%	i	-6.6%	11.0%&1.3%	u	-0.1%&0.8%
Cc1ccc(OCC(=O)NCCN2CCN(C(=O)COc3ccc(C)cc3)CC2)cc1	0.3%	i	i	i	-3.2%	3.0%	i	-1.2%	27.1%	i	-1.4%
CCCN(C/C=C\I)[C@@H]1CCc2ccc(O)cc2C1	1.3%	x	x	x	-0.3%	0.7%	x	x	u	x	-0.7%
N#Cc1c(Cl)cccc1Cl	2.2%	x	x	x	-1.8%	-1.4%	x	7.5%	x	x	-0.1%
CC1(C)CC(=O)C=C(NCCN2CCN(C(=O)Cc3ccc(Cl)cc3)CC2)C1	0.3%	i	i	i	0.0%	-1.5%	i	10.6%	5.7%	i	-2.8%
COc1ccc(-c2cc(C(F)(F)F)n3nc(C(=O)N4CCC5(CC4)OCCO5)cc3n2)cc1OC	-1.5%	u	i	1.01e-08M*	0.0%	-2.5%	i	1.5%	8.6%	u	-3.5%

Not all compounds are listed. The share of hits here may be higher or lower than overall.
